C1s block – complement C1s protease inhibitors, primary screen, biochemical, 10-compound mixtures | 62,000 compounds, 0.16% hits | mean inhibition % of two 10-compound mixtures (active compounds read high), % at 5 µM (by protocol) | purified C1s, fluorogenic AMC substrate, pooled mixtures | Complement C1s subcomponent (Homo sapiens), P09871;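 active means inhibition above 20% in each of the two 10-compound mixture wells holding the compound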;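 further: 0% = enzyme wells lacking compound mixture and 100% = no-enzyme blank wells; some compounds called inactive have numbers as strong as hits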
CatB inh – human cathepsin B inhibitors, primary screen, biochemical, fluorogenic substrate; P07858; 63,000 compounds, 0.1% hits; inhibition, %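 (tested at 10 µM)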; purified cathepsin B, fluorescence; AID 453, 2006; in the data active means inhibition above about 21%;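 further: 0% = enzyme with no compound and 100% = no enzyme blank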
ROCK2 blocker – inhibitors of human ROCK2 kinase, primary screen, biochemical, high-throughput, luminescence | Rho-associated protein kinase 2 (Homo sapiens), O75116 | purified ROCK2, Kinase-Glo ATP depletion luminescence | inhibition, % at 6 µM | 60,000 compounds, 0.35% hits | AID 604, 2007;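 active means inhibition above the screen-wide mean inhibition plus 3 SD, cut at about 18% in these data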;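 further: plate controls were DMSO wells for no effect and Y-27632 control wells after no-enzyme background subtraction for full effect; many of its hits are not listed in these tables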
Cathepsin G inh – human cathepsin G inhibitors, primary screen, biochemical, pooled compound mixtures, AMC fluorescence. P08311. purified enzyme, AMC-tetrapeptide fluorescence. inhibition, % at 5 µM (by protocol). 62,000 compounds, 0.2% hits;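 active means inhibition above 20% in each of the two mixture wells holding the compound; inactive means inhibition of 20% or less in either well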;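 further: 0% = enzyme control without mixture and 100% = blank lacking enzyme; strong numbers were not always called active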
Target sequence (P08311 21-244 limits assumed): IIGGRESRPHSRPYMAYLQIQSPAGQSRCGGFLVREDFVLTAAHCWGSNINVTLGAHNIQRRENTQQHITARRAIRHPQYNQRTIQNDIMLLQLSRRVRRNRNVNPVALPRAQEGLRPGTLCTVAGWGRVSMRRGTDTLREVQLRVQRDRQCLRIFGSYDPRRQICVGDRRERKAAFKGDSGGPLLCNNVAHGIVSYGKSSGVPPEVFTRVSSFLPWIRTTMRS
CatS block – inhibitors of human cathepsin S, biochemical, compound mixtures; P25774; recombinant cathepsin S, AMC dipeptide fluorescence, pooled mixtures; inhibition, %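 (tested at 5 µM per compound within 10-compound mixtures)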; 62,000 compounds, 0.06% hits; in the data active means inhibition above about 32%, passing the limit was not always enough;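 further: 0% = enzyme without compound and 100% = blank without enzyme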
Target sequence (P25774 115-331 limits assumed): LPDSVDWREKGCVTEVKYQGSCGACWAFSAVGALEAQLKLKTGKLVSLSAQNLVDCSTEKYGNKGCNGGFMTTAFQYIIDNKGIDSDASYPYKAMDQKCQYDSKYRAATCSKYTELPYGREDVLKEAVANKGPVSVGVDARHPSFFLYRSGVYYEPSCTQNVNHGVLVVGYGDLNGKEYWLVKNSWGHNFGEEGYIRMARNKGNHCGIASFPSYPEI
CatB mix inh – cathepsin B inhibitors from pooled compounds, primary screen, biochemical, compound mixtures, AMC fluorescence; P07858; Purified cathepsin B, AMC dipeptide fluorescence; inhibition, %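 (ten-compound pools at 5 µM per compound and 50 µM total)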; 62,000 compounds, 0.06% hits; in the data active means inhibition above about 22%, passing the limit was not always enough;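 further: 0% = enzyme without compound and 100% = no enzyme blank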
Her2 expr inh – inhibitors of Her2 protein expression, primary screen, SKBR-3 cells, AlphaScreen, 66K library. AID 645, 2007. Receptor tyrosine-protein kinase erbB-2 (Homo sapiens), P04626. 65,000 compounds, 0.69% hits. HER2 level % of control, % at 10 µM. SKBR-3 HER2 protein level, 18-24 h; active compounds read low;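 active means HER2 level under 5% of the carrier-only control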;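 further: 100% = DMSO carrier and 0% = 500 nM PU-H71 HSP90 inhibitor; lower value means stronger loss of Her2 protein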
PKA kinase inh – inhibitors of human PKA kinase activity, primary screen, biochemical, ATP-depletion luminescence, Kemptide substrate; inhibition, % at 6 µM; PKA Kemptide phosphorylation, Kinase-Glo ATP luminescence; 65,000 compounds, 0.1% hits;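 active means inhibition above the screen-wide mean inhibition plus 3 SD, cut at about 21% in these data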; further: many of its hits are not listed in these tables
CatL inh – inhibitors of human cathepsin L, biochemical. Procathepsin L (Homo sapiens), P07711. purified cathepsin L, fluorogenic substrate, fluorescence. inhibition, %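 (tested at 10 µM)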. 58,000 compounds, 0.17% hits. AID 460, 2006; in the data active means inhibition above about 45%;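 further: 0% = enzyme with no compound and 100% = no enzyme blank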
Target sequence (P07711 114-288 limits assumed): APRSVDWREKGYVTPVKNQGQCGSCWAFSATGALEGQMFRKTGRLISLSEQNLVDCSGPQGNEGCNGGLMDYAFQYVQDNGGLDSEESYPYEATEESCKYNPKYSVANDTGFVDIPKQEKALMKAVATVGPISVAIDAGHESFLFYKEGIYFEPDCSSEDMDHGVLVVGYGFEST
Target sequence (P07711 292-333 limits assumed): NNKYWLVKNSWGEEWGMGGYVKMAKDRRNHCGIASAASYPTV
* = called active by the depositor; nt = not tested or not shown. Some of the compounds tested (hit frequency here may not be typical).

Screens in order: ROCK2 blocker	CatB mix inh	PKA kinase inh	CatS block	CatL inh	Cathepsin G inh	Her2 expr inh	CatB inh	C1s block
CC1(C)CCN(Cc2ccccc2)C1CC#N (stereo not given)
→ 3	nt	-2	nt	-2	nt	124	-1	nt
c1ccc(-c2cc(N3CCCCCC3)n[nH]2)cc1
→ 2	0	5	-11	-3	-3	76	0	-5
CCCN1C(=O)c2ccc(C(=O)Nc3nccs3)cc2C1=O
→ 1	3	2	-4	nt	8	95	5	4
COCCNC(=O)Cn1cc2c(n1)CCC(C)C2 (stereo not given)
→ 6	-1	2	39	5	7	94	3	0
CC(=O)N1C(=O)C2(Nc3ccccc3N2)c2ccccc21
→ nt	6	nt	8	2	-2	217	3	4
O=c1c(C/C=C/c2ccccc2)c(O)nc2n1CCCS2
→ -6	-3	1	7	-3	-3	98	3	-4
O=C(Cc1ccsc1-c1ccccc1)NO
→ 7	3	10	-1	-3	9	75	-1	10
CSC1=NCCN1C(=O)c1cccs1
→ 5	0	7	-6	nt	9	96	3	-5
CC(c1ccccc1)n1cc(C(=O)NCc2ccncc2)nn1 (stereo not given)
→ nt	4	5	-4	-10	-1	92	-3	6
Cc1ccccc1N1OC2C(=O)N(c3ccc(F)cc3)C(=O)C2C1c1ccccn1 (stereo not given)
→ 6	6	4	16	0	3	101	-5	25

Other structures follow:
Screens in order: ROCK2 blocker	CatB mix inh	PKA kinase inh	CatS block	CatL inh	Cathepsin G inh	Her2 expr inh	CatB inh	C1s block
CC(=O)c1nnn(-c2nc(N3CCCC3)nc(N(c3ccccc3)c3ccccc3)n2)c1C
→ -2	3	3	1	12	0	79	-1	4
O=C(Nc1nncs1)c1ccc(S(=O)(=O)c2ccccc2)cc1
→ nt	2	7	-4	nt	8	92	1	7
CC12CCC(C(=O)O)(c3nc(C#N)c(C#N)nc31)C2(C)C (stereo not given)
→ 8	6	2	15	5	16	91	4	17
COc1cc2c(cc1OC)C(C)N(C(=O)c1cc3ccccc3o1)CC2 (stereo not given)
→ 5	2	-1	-6	-4	-3	90	-5	-16
COC(=O)c1ccc(C(C(=O)NCc2ccccc2)N(Cc2ccco2)C(=O)c2cnccn2)cc1 (stereo not given)
→ 3	-1	0	-5	-5	-21	118	2	-27
O=C1CC(N2CCN(CCc3ccccn3)CC2)C(=O)N1c1ccc(Cl)cc1 (stereo not given)
→ -4	1	-8	17	-2	4	113	1	-11
COc1ccc(OCCSc2ncccn2)cc1
→ -5	-2	3	-3	24	9	85	3	11
O=C(c1cccc(N2C(=O)C3CC=CCC3C2=O)c1)N1CCCCCC1 (stereo not given)
→ 5	2	16	-1	2	8	104	6	3
Cc1ccsc1C(=O)OC1CCOC1=O (stereo not given)
→ 6	5	10	-7	12	10	105	0	18
COc1ccc(C2CC(=O)c3sc(N)nc3C2)cc1 (stereo not given)
→ 5	nt	2	nt	12	nt	114	3	nt

(continued)
Screens in order: ROCK2 blocker	CatB mix inh	PKA kinase inh	CatS block	CatL inh	Cathepsin G inh	Her2 expr inh	CatB inh	C1s block
CC(C)c1ccccc1NC(=O)c1cccnc1
→ -1	2	-5	0	8	11	96	6	11
CCC(C)NC(=O)CCNS(=O)(=O)c1ccc(Br)cc1 (stereo not given)
→ nt	6	-2	-12	-4	36	117	4	21
C=CCn1c(SCC(=O)N2CCCC2)nc2cc(C(=O)NCC3CCCO3)ccc2c1=O (stereo not given)
→ nt	-13	6	-15	5	-24	106	2	-77
O=C(COc1ccc(S(=O)(=O)N2CCCC2)cc1)NCCC1=CCCCC1
→ 3	0	8	5	24	4	68	1	-14
COc1ccccc1NC(=O)CSc1nnc(-c2ccc(NC(C)=O)cc2)n1C
→ 4	4	6	0	14	8	130	4	21
O=C(CCN1C(=O)C2C3C=CC(C3)C2C1=O)N1CC(=O)N(CCc2ccccc2)C(=O)C1 (stereo not given)
→ 1	3	7	5	4	-12	107	6	-14
CCOc1ccc(OCC)c(NC(=O)CSc2nc3c(c(=O)n(C)c(=O)n3C)n2C(C)C)c1
→ 8	2	6	0	-1	6	76	1	7
COC(=O)c1cc2nc(-c3ccc(OC)cc3)cc(C(F)(F)F)n2n1
→ 3	-1	6	-4	-106	-1	88	4	-35
CC(=O)Oc1ccc(N2C(=O)C3C(C2=O)C2(C)C=CC3(C)O2)cc1 (stereo not given)
→ -2	2	5	12	2	-4	98	5	-20
CCN(CC)S(=O)(=O)c1ccc(C(=O)OCC(=O)N2CCN(C(=O)c3ccco3)CC2)cc1
→ nt	3	3	6	4	7	100	4	-15

Overlap with the part before: 2 entries; new compounds follow.
Screens in order: ROCK2 blocker	CatB mix inh	PKA kinase inh	CatS block	CatL inh	Cathepsin G inh	Her2 expr inh	CatB inh	C1s block
CC(=O)Oc1ccc(N2C(=O)C3C(C2=O)C2(C)C=CC3(C)O2)cc1 (stereo not given)
→ -2	2	5	12	2	-4	98	5	-20
CCN(CC)S(=O)(=O)c1ccc(C(=O)OCC(=O)N2CCN(C(=O)c3ccco3)CC2)cc1
→ nt	3	3	6	4	7	100	4	-15
O=C(NCc1ccc(Cl)cc1)c1cccnc1
→ -1	5	-4	16	8	-1	87	nt	-6
COc1ccc(NC(=O)c2ccc(CN3CCN(c4ccccc4)CC3)cc2)cc1
→ 2	8	5	16	14	10	111	5	12
O=C(COC(=O)c1cccnc1)Nc1ccc(F)cc1
→ 1	2	10	5	4	-13	95	0	-33
COC(=O)NCC(c1cccnc1)N1CCOCC1 (stereo not given)
→ 0	1	10	2	17	-4	109	1	-8
CC(=O)N(c1ccc2oc(=O)sc2c1)S(=O)(=O)c1cccs1
→ 0	-2	-3	12	15	2	112	3	3
O=C(CSc1nnc(Cc2cccs2)n1Cc1ccco1)Nc1ccc(Br)cc1
→ 4	4	10	1	-2	8	67	4	14
CCOC(=O)N1CCC(n2c(=S)[nH]c3cc(OC)c(OC)cc3c2=O)CC1
→ nt	3	-7	-1	-4	-14	80	1	17
COc1cccc(Cn2c(NCc3ccccn3)nc3c2c(=O)n(C)c(=O)n3C)c1
→ 4	nt	4	nt	1	nt	82	-3	nt
O=C(NC1CCCC1)C(c1ccccc1)N(C(=O)c1ccno1)c1cccnc1 (stereo not given)
→ 5	6	2	5	-1	1	79	-2	-2
CCOC(=O)c1c(NC(=O)CSc2nnc(C)c(=O)[nH]2)sc2c1CCC2
→ 2	2	1	6	-7	9	89	0	10

Remaining list, next part:
Screens in order: ROCK2 blocker	CatB mix inh	PKA kinase inh	CatS block	CatL inh	Cathepsin G inh	Her2 expr inh	CatB inh	C1s block
CC1=C(C(=O)OC2CCCCCCC2)C(c2cccc(O)c2)NC(=O)N1 (stereo not given)
→ 4	-2	12	-5	nt	4	119	-2	-32
COc1ccc(C(=O)Nc2ccc(S(=O)(=O)N3CCOCC3)cc2)cc1OC
→ 4	0	9	-5	1	-14	106	2	-10
O=C(CN(CC1CCCO1)C(=O)CCC(=O)Nc1ccccn1)NCC1CCCO1 (stereo not given)
→ 5	3	6	-8	-1	11	110	4	-3
CCCc1nc(SCC(=O)Nc2cc(C)on2)c2c(=O)n(C)c(=O)n(C)c2n1
→ 1	-4	-8	6	5	0	102	1	0
Cc1oc(/N=C/c2c(O)ccc3ccccc23)c(C#N)c1C
→ 8	-3	5	-4	-3	-10	86	-3	-33
O=C(NCc1ccco1)c1cc(-c2ccccc2)on1
→ 1	-4	-5	9	25	2	68	-5	-30
COc1ccc(OC)c(NC(=O)CCN2CC(C)OC(C)C2)c1 (stereo not given)
→ 7	-4	9	3	29	9	121	2	7
Cc1cc(C)c(NC(=O)CS(=O)CC(=O)N2CCN(c3ccccc3)CC2)c(C)c1 (stereo not given)
→ 4	0	13	-2	4	-8	95	0	-6
CCOC(=O)c1ccc(NC2c3ncccc3C(=O)N2Cc2ccc(F)cc2)cc1 (stereo not given)
→ -4	2	-2	-2	-3	9	106	1	13
CC1=C(C(=O)OCc2ccccc2)C(c2cccnc2)n2ncnc2N1 (stereo not given)
→ -2	-4	9	9	2	3	105	-5	1

Additional compounds follow.
Screens in order: ROCK2 blocker	CatB mix inh	PKA kinase inh	CatS block	CatL inh	Cathepsin G inh	Her2 expr inh	CatB inh	C1s block
CCOC(=O)c1c(C)nc2sccn12
→ -5	-2	4	-3	7	6	151	3	13
Cn1c(N2CCC(C(N)=O)CC2)nc2c1c(=O)n(Cc1cccc(Br)c1)c(=O)n2C
→ 2	-4	4	8	15	-6	109	-2	-12
COc1ccc2c(C)cc(=O)oc2c1C
→ 9	1	6	-2	29	10	117	6	-5
CCCn1c(SCC(=O)Nc2ccccc2CC)nnc1C(C)C
→ 2	3	8	17	8	15	76	3	14
C/C=C/COc1nc2c(c(=O)n(C)c(=O)n2C)n1C
→ 7	3	3	-5	-1	-1	60	-2	3
COc1ccccc1CNC(=O)C1COc2ccccc2O1 (stereo not given)
→ 3	-2	7	3	5	41	92	4	0
Cc1ccc(C(=O)c2cc3c(cc2N)OCCO3)cc1
→ 5	5	2	1	-1	10	102	2	13
c1ccc2[nH]c(-c3nc4ccccc4[nH]3)nc2c1
→ -12	-5	-3	0	4	-4	76	0	-26
O=C(NCCOC(=O)c1cccs1)c1cccnc1
→ -1	-2	-3	20	6	0	113	1	-13
CC(=O)c1c(C)nc(C)nc1NC(=O)Cc1ccccc1
→ -9	14	1	1	6	10	87	0	16

Remaining list, next part:
Screens in order: ROCK2 blocker	CatB mix inh	PKA kinase inh	CatS block	CatL inh	Cathepsin G inh	Her2 expr inh	CatB inh	C1s block
CCS(=O)(=O)N1CCN(C(=O)CCC2CCCC2)CC1
→ 5	5	-2	1	11	13	115	5	18
CCOC(=O)N1CCC(NC(=O)CCN2C(=O)COc3ccccc32)CC1
→ 0	7	-6	3	-1	14	111	7	13
CCCc1nnc(SCc2ccc(OCC)cc2)n1N
→ 0	nt	-5	nt	-7	nt	102	-2	nt
COc1ccc2[nH]c(=O)c(C(c3nnnn3CC3CCCO3)N3CCc4ccccc4C3)cc2c1 (stereo not given)
→ 0	1	6	-3	-1	-8	62	0	-29
CC(Cc1c[nH]c2ccccc12)NC(=O)C1CCCNC1=O (stereo not given)
→ 4	-4	-2	-16	-3	-22	103	-4	-188
O=C(CCN1C(=O)C2C3C=CC(C3)C2C1=O)Nc1ccccn1 (stereo not given)
→ 5	-4	6	-3	17	-13	117	1	-81
